# MPTP block: inhibitors of mitochondrial permeability transition pore; isolated mouse mitochondria, Ca2+ swelling absorbance, 30 min; inhibition, % at 10 µM; 360,000 tested, 1.4% active;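 active = inhibition of 50% or more, scaled per plate between neutral and stimulator controls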;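 note: 0% = DMSO wells given calcium and 100% = 1 mM EGTA wells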
# mIAP inh: blocks mouse intestinal alkaline phosphatase; purified mouse IAP, CDP-Star luminescence, 30 min; inhibition, % at 10 µM; 330,000 tested, 0.2% active; AID 2806;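 active = inhibition of at least 40% at 10 µM in the primary screen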;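 note: plate controls were DMSO with enzyme for no effect and no enzyme wells for full effect; values of inactives mirror those of a sister screen read the other way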
# APOBEC3A inh: inhibitors of human APOBEC3A DNA deaminase | recombinant A3A, FAM/TAMRA ssDNA deamination fluorescence | inhibition, % at 20 µM | 330,000 tested, 0.41% active;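 active = at least 40% inhibition at 20 µM here, with at most 30% in a related deaminase screen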;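 note: plate controls were A3A with DMSO for no effect and wells lacking A3A enzyme for full effect; some results filed as inactive read as strong as hits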
# Target sequence (P31941 whole entry, looked up): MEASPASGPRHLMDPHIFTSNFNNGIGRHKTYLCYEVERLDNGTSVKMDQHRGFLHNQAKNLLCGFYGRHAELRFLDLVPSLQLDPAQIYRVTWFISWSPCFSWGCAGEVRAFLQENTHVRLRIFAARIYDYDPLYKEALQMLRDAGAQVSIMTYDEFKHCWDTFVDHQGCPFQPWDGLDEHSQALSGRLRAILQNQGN
# ATG4B inh: blocks human ATG4B protease cleavage of LC3 substrate. Q9Y4P1. ATG4B cleavage of LC3-PLA2, NBD-HPC fluorescence, 1 h. inhibition, % at 8.33 µM. 340,000 tested, 0.51% active; in the data active = inhibition above about 40%
# Target sequence (Q9Y4P1 whole entry, looked up): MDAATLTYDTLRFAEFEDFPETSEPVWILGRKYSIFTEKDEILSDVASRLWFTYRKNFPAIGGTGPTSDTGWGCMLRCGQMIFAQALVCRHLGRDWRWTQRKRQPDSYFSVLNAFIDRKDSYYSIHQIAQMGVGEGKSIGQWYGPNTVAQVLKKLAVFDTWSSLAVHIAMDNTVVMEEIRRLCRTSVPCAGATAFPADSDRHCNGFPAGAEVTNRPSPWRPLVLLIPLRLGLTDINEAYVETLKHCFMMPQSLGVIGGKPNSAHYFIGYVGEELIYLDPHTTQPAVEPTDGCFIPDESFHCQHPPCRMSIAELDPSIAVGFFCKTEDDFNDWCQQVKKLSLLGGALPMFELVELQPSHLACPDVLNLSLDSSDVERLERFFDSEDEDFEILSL
# mIAP act: mouse IAP activation | 330,000 tested, 0.24% active | activation factor at 10 µM | muIAP, CDP-Star luminescence, 30 min; hits give high values; 1 = vehicle-only enzyme signal, 0 = enzyme-free wells;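 active = activation factor of at least 2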; note: the source names both 10 and 20 µM as test concentration; values of inactives mirror those of a sister screen read the other way
#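 System: mouse IAP enzyme. Reagent: CDP-Star chemiluminescent phosphatase substrate. Benchmarks: DMSO wells, no-enzyme wells. Times: 30 min enzyme-substrate-compound incubation at room temperature. Detection: luminescence from enzymatic CDP-Star hydrolysis. Doses: test compounds delivered from DMSO solution.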
# A3G deaminase: APOBEC3G (human) deaminase inhibition. recombinant A3G, ssDNA deamination FAM/TAMRA fluorescence. inhibition, % at 20 µM. 330,000 tested, 0.28% active. AID 493012;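 active = inhibition of at least 40% at 20 µM, with no more than 30% in the related APOBEC3A deaminase screen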;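 note: plate controls were DMSO wells with A3G for no effect and wells lacking A3G enzyme for full effect; some compounds called inactive have numbers as strong as hits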
# Target sequence (Q9HC16 whole entry, looked up): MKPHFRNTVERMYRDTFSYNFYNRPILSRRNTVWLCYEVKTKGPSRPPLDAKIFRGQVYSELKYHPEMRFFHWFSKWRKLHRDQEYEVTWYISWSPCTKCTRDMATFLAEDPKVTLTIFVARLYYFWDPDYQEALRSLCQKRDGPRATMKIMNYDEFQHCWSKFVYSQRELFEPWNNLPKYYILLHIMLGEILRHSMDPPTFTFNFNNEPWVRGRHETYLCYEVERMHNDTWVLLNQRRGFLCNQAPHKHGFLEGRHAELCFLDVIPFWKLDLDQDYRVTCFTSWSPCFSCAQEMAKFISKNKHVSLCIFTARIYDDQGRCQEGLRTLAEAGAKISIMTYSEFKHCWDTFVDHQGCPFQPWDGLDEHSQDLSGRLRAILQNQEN
# MIN6 prolif: MIN6 beta-cell proliferation induction. MIN6 cells proliferation, ATPlite luminescence, 48 h; cells starved in 0.2% serum; 100% = growth in 10% serum. proliferation, % at 10 µM. 330,000 tested, 0.29% active;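 active = compounds whose signal lies at least 3.5 SD above the mean of all wells on their plate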;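 note: 0% = DMSO-treated cells in low-serum medium and 100% = 10% serum control; some compounds called inactive have numbers as strong as hits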
# hIAP inh: human IAP inhibition | purified IAP, CDP-Star luminescence, 30 min | inhibition, % at 10 µM | 330,000 tested, 0.12% active | AID 2544;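 active = inhibition reaching a set limit with compound at 10 µM in the primary screen, cut at about 35% in these data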;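 note: plate controls were DMSO wells with enzyme for no effect and no-enzyme buffer wells for full effect; values of inactives mirror those of a sister screen read the other way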
# hIAP activ: increases human intestinal alkaline phosphatase activity | P09923 | purified human IAP, CDP-Star luminescence, 30 min; hits give high values; 1 = vehicle-only enzyme, 0 = enzyme-free background | activation factor at 10 µM | 330,000 tested, 0.16% active;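 active = activation factor of the enzyme at least 2-fold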; note: the source names both 10 and 20 µM as test concentration; values of inactives mirror those of a sister screen read the other way
# * hit, by the source's call; · = not tested or not shown.
canonical_smiles	MPTP block	mIAP inh	APOBEC3A inh	ATG4B inh	mIAP act	A3G deaminase	MIN6 prolif	hIAP inh	hIAP activ
CCOc1ccc(-c2[nH]ncc2-c2ccccc2)c(O)c1	0.4	3	-3	-5	0.97	-4	-1	-69	1.7
COc1ccc(N2CC(C(=O)NC3CCCCC3)CC2=O)cc1 (centres undefined)	0.3	11	-2	5	0.89	-5	0	8	0.92
CC(C)c1ccc(NC(=S)NNC(=O)c2cccnc2)cc1	0.3	6	-5	-1	0.94	-7	-2	-76	1.8
CCOC(=O)C(C)Sc1cnccn1 (centres undefined)	0.5	15	-2	9	0.85	-7	1	-12	1.1
CNc1cc([N+](=O)[O-])ccc1N/C=C/C(=O)c1cccs1	-0.6	2	-4	3	0.98	-5	-2	13	0.87
CCOc1ccc(-n2c(N)c(C(=O)NCc3ccco3)sc2=S)cc1	-2.0	19	3	-8	0.81	30	0	13	0.87
CCOC(=S)SCc1cn2ccccc2n1	-0.4	0	0	-4	1	-3	0	-7	1.1
CCOC(=O)C1CCCN(S(=O)(=O)Cc2ccccc2)C1 (centres undefined)	-1.5	1	4	-4	0.99	-4	2	-14	1.1
CCOC(=O)CSc1nnc2n1C(C)(C)Cc1ccccc1-2	0.1	2	2	3	0.98	-1	1	8	0.92
O=C(O)Cc1ccc(NC(=O)c2ccc(NC(=O)c3ccco3)cc2)cc1	-1.7	-1	-4	-6	1	-8	0	-12	1.1
Nc1c(C(=O)CSc2n[nH]c(-c3ccccc3)n2)c(=O)[nH]c(=O)n1C1CC1	-0.7	-2	-1	-3	1	-9	10	-4	1
CCCCN1C(=O)c2ccccc2C1C(=O)NC1CCCC1 (centres undefined)	-1.0	-2	3	-7	1	-3	1	9	0.91
O=C(Nc1nnc(C2CC2)s1)C1COc2ccccc2O1 (centres undefined)	-0.4	-5	8	3	1.1	9	-3	-1	1
Cc1ccc(C)c(NC(=O)CSc2nc3c(c(=O)n2C)SC(C)C3)c1 (centres undefined)	-0.1	-1	2	-4	1	-3	-1	8	0.92
Cn1cc([N+](=O)[O-])c(C(=O)NC2CCCCCCC2)n1	-1.4	3	-3	·	0.97	-6	4	13	0.87
CC(=O)Nc1cccc(NC(=O)CS(=O)(=O)c2cn(CC(=O)N3CCOCC3)c3ccccc23)c1	2.9	-3	0	10	1	-4	3	-3	1
COC(=O)c1cccc(NC(=O)Cc2ccc(OC)cc2)c1C	-1.4	-6	-1	-3	1.1	0	-1	-2	1
CCCCc1c(O)nc(SCC(=O)N2CCCCC2)n(-c2ccccc2C)c1=O	0.7	-1	-6	-8	1	-3	-1	-28	1.3
CCn1ncc(S(=O)(=O)Nc2cccnc2)c1C	-0.4	6	1	-2	0.94	-5	1	30	0.7
CC(=O)OCC1OC(OC(C)=O)C(NC(=O)c2cccnc2)C(OC(C)=O)C1OC(C)=O (centres undefined)	-0.1	4	-2	2	0.96	-9	0	-62	1.6
C/C(=C\c1ccc2c(c1)OCO2)C(=O)c1c(C)cc(C)[nH]c1=O	0.3	-16	-5	-5	1.2	2	0	0	1
O=C1OC(c2ccc(Br)cc2)=N/C1=C\N1CCCCC1	0.9	4	0	-6	0.95	-1	1	20	0.8
COC(=O)C1=C(CSc2nc3ccccc3o2)NC(=O)NC1c1cc(C)ccc1C (centres undefined)	0.2	-1	23	0	1	9	-4	-7	1.1
O=C(N[C@@H](CCC/[N+]([O-])=C/c1ccccc1)C(=O)O)OCc1ccccc1	-0.7	-11	0	-5	1.1	1	·	·	·
COc1cc(C(O)c2nc3ccccc3n2C(C)C)cc(OC)c1OC (centres undefined)	0.1	-16	-7	-2	1.2	-1	-1	0	1
COc1ccccc1C(=O)NNC1=C(C(=O)C(F)(F)F)CCC1	5.8	9	4	-3	0.91	-1	-4	-32	1.3
Cc1cccnc1NCc1ccc(O)c2ncccc12	-1.3	9	1	12	0.91	-10	-5	-12	1.1
Oc1c(C(Nc2cccc(C(F)(F)F)c2)c2ccncc2)ccc2cccnc12 (centres undefined)	-0.4	3	-2	16	0.97	1	-7	-12	1.1
Cc1nc2nc(SCC(=O)NCCCN3CCCCC3)nn2c(C)c1Cc1ccccc1	0.0	-3	5	4	1	4	3	-3	1
CN(C)CCCN1C(=O)CSC1c1ccc([N+](=O)[O-])cc1 (centres undefined)	-0.2	8	3	-2	0.92	0	0	9	0.91
N#Cc1nc(-c2ccccc2F)oc1NC1CCCCC1	-1.4	0	1	-4	1	0	-5	5	0.95
CCOc1ccccc1NC(=O)NNS(=O)(=O)c1cc(OC)ccc1OC	0.9	-2	1	-5	1	0	-6	0	1
Cc1cccc(C(=O)NCc2nnc(SCC(=O)N3CCN(c4ccccc4)CC3)n2C)c1	0.6	-1	-3	-7	1	-5	-2	-72	1.7
O=C(NNC(=O)c1ccccc1[N+](=O)[O-])c1ccccn1	-3.5	26	6	3	0.74	4	-4	-54	1.5
CN(CC(=O)Nc1ccccc1C(F)(F)F)C(=O)C1CCN(C(=O)c2ccc(Cl)cc2)CC1	-2.2	1	-1	7	0.99	-2	-2	-8	1.1
COc1cc(S(=O)(=O)NCc2ccccc2)ccc1-n1cnnn1	0.3	0	1	3	1	-5	2	-7	1.1
COc1ccccc1NC(=O)N1CCCC(C(=O)Nc2cccc(C)c2C)C1 (centres undefined)	-0.1	-14	-4	-4	1.1	-3	-1	-6	1.1
COc1ccc(CC(=O)Nc2cccc(-c3cn4ccccc4n3)c2)cc1	-1.6	-43	-9	4	1.4	-7	0	-10	1.1
CN(C)CCn1c(NCc2ccc3c(c2)OCO3)nc2ccccc21	0.9	2	-6	5	0.98	-6	-2	16	0.84
C=CCNC(=O)CN1c2cccc3cccc(c23)S1(=O)=O	0.7	7	1	5	0.93	-7	-4	4	0.96

# Only hIAP inh, for some of the entries so far:
Structure	hIAP inh
Cc1cccc(C(=O)NCc2nnc(SCC(=O)N3CCN(c4ccccc4)CC3)n2C)c1	-72
COc1ccc(N2CC(C(=O)NC3CCCCC3)CC2=O)cc1 (centres undefined)	8

# Reformatted with two lines to a compound: 14 of the compounds above
# Order of values – MPTP block	mIAP inh	APOBEC3A inh	ATG4B inh	mIAP act	A3G deaminase	MIN6 prolif	hIAP inh	hIAP activ
C/C(=C\c1ccc2c(c1)OCO2)C(=O)c1c(C)cc(C)[nH]c1=O
  0.3	-16	-5	-5	1.2	2	0	0	1
O=C1OC(c2ccc(Br)cc2)=N/C1=C\N1CCCCC1
  0.9	4	0	-6	0.95	-1	1	20	0.8
COC(=O)C1=C(CSc2nc3ccccc3o2)NC(=O)NC1c1cc(C)ccc1C (centres undefined)
  0.2	-1	23	0	1	9	-4	-7	1.1
O=C(N[C@@H](CCC/[N+]([O-])=C/c1ccccc1)C(=O)O)OCc1ccccc1
  -0.7	-11	0	-5	1.1	1	·	·	·
COc1cc(C(O)c2nc3ccccc3n2C(C)C)cc(OC)c1OC (centres undefined)
  0.1	-16	-7	-2	1.2	-1	-1	0	1
COc1ccccc1C(=O)NNC1=C(C(=O)C(F)(F)F)CCC1
  5.8	9	4	-3	0.91	-1	-4	-32	1.3
Cc1cccnc1NCc1ccc(O)c2ncccc12
  -1.3	9	1	12	0.91	-10	-5	-12	1.1
Oc1c(C(Nc2cccc(C(F)(F)F)c2)c2ccncc2)ccc2cccnc12 (centres undefined)
  -0.4	3	-2	16	0.97	1	-7	-12	1.1
Cc1nc2nc(SCC(=O)NCCCN3CCCCC3)nn2c(C)c1Cc1ccccc1
  0.0	-3	5	4	1	4	3	-3	1
CN(C)CCCN1C(=O)CSC1c1ccc([N+](=O)[O-])cc1 (centres undefined)
  -0.2	8	3	-2	0.92	0	0	9	0.91
N#Cc1nc(-c2ccccc2F)oc1NC1CCCCC1
  -1.4	0	1	-4	1	0	-5	5	0.95
CCOc1ccccc1NC(=O)NNS(=O)(=O)c1cc(OC)ccc1OC
  0.9	-2	1	-5	1	0	-6	0	1
Cc1cccc(C(=O)NCc2nnc(SCC(=O)N3CCN(c4ccccc4)CC3)n2C)c1
  0.6	-1	-3	-7	1	-5	-2	-72	1.7
O=C(NNC(=O)c1ccccc1[N+](=O)[O-])c1ccccn1
  -3.5	26	6	3	0.74	4	-4	-54	1.5

# More structures follow:
canonical_smiles	MPTP block	mIAP inh	APOBEC3A inh	ATG4B inh	mIAP act	A3G deaminase	MIN6 prolif	hIAP inh	hIAP activ
Cc1ccc(N(Cc2ccccc2)C(=O)c2cccc(S(=O)(=O)N3CCN(C)CC3)c2)cc1	-0.3	-4	0	0	1	-6	3	1	0.99
Cn1nc(C(=O)OCC(=O)Nc2ccc(SC(F)F)cc2)c2ccccc2c1=O	5.4	-12	-5	-9	1.1	-8	0	9	0.91
Cn1ncc2c(NNC(=O)c3ccc(Cl)c(Cl)c3)ncnc21	6.6	-1	-3	2	1	-3	0	11	0.89
O=C(CCNC(=O)c1ccco1)Nc1ccc(Cl)cc1F	-4.0	4	-1	2	0.96	-3	0	7	0.93
O=C(NC(=S)NC1CCSC1=O)c1ccccc1F (centres undefined)	1.3	15	-1	1	0.85	-4	-2	-14	1.1
CCOc1ccc(NC(=O)C(CC)n2nc(C)c3c(C)n(-c4ccccc4)nc3c2=O)cc1 (centres undefined)	1.1	0	-3	8	1	-6	-1	-20	1.2
COc1ccc(S(=O)(=O)N2CCOC2CNC(=O)C(=O)NCCc2ccccc2)cc1OC (centres undefined)	-0.7	-4	1	-12	1	-2	5	-8	1.1
COc1ccc(OC)c(NC(=O)CC2C(=O)NCCN2C(=O)Nc2cccc(Cl)c2)c1 (centres undefined)	-1.3	-8	4	-4	1.1	0	0	8	0.92
O=C(CSc1ccc(Cl)cc1)Nc1ccc(N2CCN(c3ccccc3)CC2)c(F)c1	-1.7	-4	-1	0	1	0	-4	-19	1.2
COc1cccc(C(=O)Nc2cccc(NC(=O)c3cccs3)c2)c1	2.2	-3	1	0	1	-4	1	-16	1.2
O=C(CCl)Nc1cccc(S(=O)(=O)NC2=NCCC2)c1	2.0	-4	-6	-3	1	-5	-6	-25	1.2
